mouse EphA4 binding: inhibitors of EphA4 binding to KYL peptide, primary screen, biochemical, colorimetric, mouse EphA4 (AID 689); Ephrin type-A receptor 4 (Mus musculus); EphA4-AP binding to KYL peptide, pNPP A405; higher % means a stronger effect; one-dose inhibition, % at 10 µM; IC50 in µM for titrated hits; 0.1% of 62,000 active; in the data active means a potency from the dose series; inactive means the rest, 99 in 100 with inhibition below about 22%
Active calls of the source: *; & = joins results of further samples. Only part of the results is shown, so the mix of outcomes need not match the whole.

No.	Compound	mouse EphA4 binding
1	CCN1C(=O)/C(=C\c2ccccc2OS(=O)(=O)c2ccc(C)cc2)SC1=S	9%
2	CCCCNC(=O)c1onc(CSc2ccccc2CC)c1C(=O)O	5%
3	Cc1nn(C(C)c2nc(-c3ccccc3)no2)c(C)c1[N+](=O)[O-] (configuration not stated)	-5%
4	COCCCNC(=O)C1CCC(=O)N1Cc1ccccc1Cl (configuration not stated)	-6%
5	CC1(C)Cc2c(C#N)c(N)n(-c3ccccc3)c(=O)c2CO1	-8%
6	Cn1c(-c2ccc(N)cc2)nc2ccccc21	-10%
7	Cc1ccc2nc(C3CCCN(C(=S)Nc4cccc(C)c4C)C3)[nH]c2c1 (configuration not stated)	3%
8	O=C(Nc1ccccc1C(=O)Nc1ccccc1I)c1ccccc1	2%
9	Cc1cc(C)c2c(-n3cccc3)c(C(=O)NNS(=O)(=O)c3ccc(Br)cc3)sc2n1	8%
10	Cc1cccc(-c2nsc(SCC(=O)Nc3cc(C)on3)n2)c1	-11%
11	CCCCc1c(O)nc(SCC(=O)NCCc2ccc(OC)c(OC)c2)[nH]c1=O	-23%
12	Cc1ccc2cc3cc(C(=O)NCCC(C)C)oc3nc2c1	2%
13	CCOc1ccccc1C1N(c2ccc(OC)cc2)C(=O)C2CCCN21 (configuration not stated)	-4%
14	O=C1CC(Sc2ncn[nH]2)C(=O)N1c1cc(Cl)ccc1Cl (configuration not stated)	-8%
15	O=C(NCc1ccc(F)cc1)C1CCCN1C(=O)NCc1ccccc1 (configuration not stated)	-8%
16	Cc1nc2cc(NCc3nc4ccccc4n3Cc3ccccc3)ccc2n1C	9%
17	O=C(Nc1ccc(Cl)c(Cl)c1)N1CCSC1c1ccco1 (configuration not stated)	6%
18	CCOC(=O)C1CCN(C(=O)Nc2ccc3snnc3c2)CC1	-9%
19	Cn1c(-c2ccc(F)cc2)cnc1SCC(=O)NCc1ccco1	17%
20	O=c1c2sc3nc(N4CCOCC4)c4c(c3c2ncn1CCc1ccccc1)CCCC4	1%
21	c1csc(Cc2nn3c(-c4ccncc4)nnc3s2)c1	-2%
22	Cc1ccc2nc(NC(=O)COC(=O)CSc3nc(C)cc(C)n3)sc2c1	4%
23	CC(C)(C)C(=O)OCCn1c(=O)c2cc3c(=O)n(CCOC(=O)C(C)(C)C)c(=O)c3cc2c1=O	-3%
24	Cc1ccc2[nH]c(=O)c(CN(Cc3ccco3)C(=O)c3ccncc3)cc2c1	-19%
25	CC1CC(CC(C)C(=O)Nc2nncs2)C(=O)O1 (configuration not stated)	1%

Some of these compounds in order of the mouse EphA4 binding value, rising.
No.	Compound	mouse EphA4 binding
18	CCOC(=O)C1CCN(C(=O)Nc2ccc3snnc3c2)CC1	-9%
22	Cc1ccc2nc(NC(=O)COC(=O)CSc3nc(C)cc(C)n3)sc2c1	4%
16	Cc1nc2cc(NCc3nc4ccccc4n3Cc3ccccc3)ccc2n1C	9%

New compounds follow.
No.	Compound	mouse EphA4 binding
26	CCCc1nnc(NC(=O)Cn2c(=O)sc3ccccc32)s1	-1%
27	CCn1c(NN)nc2sc3c(c2c1=O)CCC3	7%
28	COc1ccc(Cl)c(Cn2c(NCC(C)O)nc3c2c(=O)n(C)c(=O)n3C)c1 (configuration not stated)	-6%
29	CCC(=O)NC(=S)Nc1cccc(NC(=O)c2ccccc2Cl)c1	-15%
30	Cc1cc(=O)[nH]c2n[nH]c(-c3ccccc3)c12	-2%
31	CCN=C1SC(C(=O)Nc2cccc(OCC)c2)CC(=O)N1CC (configuration not stated)	1%
32	Cc1ccc(/C=C/c2nnc(-c3ccccc3)o2)cc1	-7%
33	COc1ccc(-c2nc3scc(-c4ccc(OC)c(OC)c4)c3c(=O)o2)cc1	-15%
34	O=C1c2ccccc2C(=O)N1CC(=O)N1c2ccccc2CCc2ccccc21	-13%
35	CCOc1ccc(C2=Nn3c(nnc3-c3cccnc3)SC2)cc1	-7%
36	O=C(Nc1cccc2cccnc12)c1ccc2c(c1)OCCO2	-29%
37	CCOc1ccc(S(=O)(=O)N2CCC(C(N)=O)CC2)c2ccccc12	-6%
38	CCc1nnc(NC(=O)CSc2nnc(COc3ccccc3C)o2)s1	-12%
39	O=C(CSc1ccc2nnc(-c3cccnc3)n2n1)NCc1ccco1	0%
40	Fc1ccc(C(c2nnnn2Cc2ccccc2)N2CCSCC2)cc1 (configuration not stated)	-17%
41	CCn1c(COc2ccccc2)nnc1SCc1ccc(C#N)cc1	-8%
42	O=C(O)CSc1nnc(-c2cccs2)n1-c1ccccc1	6%
43	Cc1cc(C)cc(OCc2nnc(SCC(=O)OC3CCCCC3)o2)c1	-7%
44	c1ccc(CCc2nc(-c3ccccc3)no2)cc1	10%
45	CC(C)C(c1nnnn1CC1CCCO1)N1CCN(C2CCCC2)CC1 (configuration not stated)	-16%
46	CC(C)=C(NC(=O)c1ccccc1)C(=O)N1CCOCC1	-8%
47	CC1CCCc2sc3nc(N4CCN(CCO)CC4)n4ncnc4c3c21 (configuration not stated)	-6%
48	O=Cc1ccc(OCc2ccc([N+](=O)[O-])cc2)cc1	8%
49	COC(=O)c1cc2occc2n1Cc1ccc(Cl)cc1	5%
50	COCC(C)NC(=O)c1cc(-c2ccc(O)cc2)on1 (configuration not stated)	2%
51	N/C(=N\OC(=O)c1cccc2ccccc12)c1cccc([N+](=O)[O-])c1	-6%
52	O=C(Nc1ccc(S(=O)(=O)N2CCCCCC2)cc1)c1ccc(Br)o1	-12%
53	O=C(Cc1ccccc1)Nc1ncc(Cc2ccc(Cl)cc2Cl)s1	-1%
54	COc1cc(NC(=O)COc2ccc(C)cc2)ccc1NC(=O)c1ccco1	-10%
55	CCOC(=O)c1c(-c2ccccc2)oc2ccc(O)c(CN3CCCC3)c12	-13%&-2%
56	Cc1ccc(C(=O)CSC2=C(C#N)C(c3ccco3)CC(=O)N2)c(C)c1 (configuration not stated)	8%
57	COC(=O)C1=C(C)N=C2SC(C)C(=O)N2C1c1ccc(C(=O)OC)cc1 (configuration not stated)	6%
58	CC(C)(C)n1nc2c(c1NC(=O)c1cccc(C(F)(F)F)c1)CS(=O)C2 (configuration not stated)	-10%
59	COC(=O)[C@@H](NC(=O)Nc1cc(Cl)ccc1C)C(C)C	10%
60	CCOC(=O)c1c(NC(=O)c2cncc(Br)c2)sc(C)c1C	10%
61	Cc1cc(-c2ccc(Cl)cc2)oc(=O)c1NC(=O)c1ccccc1	3%
62	Cc1cc(C)cc(OCC(=O)Nc2nc3ccc([N+](=O)[O-])cc3s2)c1	-2%
63	Cc1ccc2c(c1)c1c3n2CCN(C(=O)CN2CCN(C)CC2)C3CCC1 (configuration not stated)	-12%
64	COC(=O)C1=C(O)/C(=C/c2cc(C)n(-c3ccc(Cl)cc3Cl)c2C)N=C1C	1%
65	COc1ccc(-c2nsc3c(N4CCN(S(=O)(=O)c5ccccc5)CC4)ncnc23)cc1	-12%
66	O=C(CNC(=O)C1CCCCC1)NCCCO	-1%
67	CC(C)(C)C1CCc2onc(C(=O)NC3CCCC3)c2C1 (configuration not stated)	-3%
68	COc1ccc(C2(CNC(=O)/C=C/c3ccco3)CCCC2)cc1OC	-1%
69	Cc1cccc(CCNC(=O)CCc2c(C)nc3ncnn3c2C)c1	7%
70	c1ccc(CSc2ncn(-c3ccccc3)n2)cc1	-1%
71	CCCOc1ccc(C2C(=O)N(C3CCCCC3)CC(=O)N2CCC)cc1OC (configuration not stated)	4%
72	CNc1cc([N+](=O)[O-])ccc1N/C=C\C(=O)c1ccc2ccccc2c1	4%
73	Cc1ccc(NC(=O)C(=O)NCCc2ccccc2)cc1C	-8%
74	CN(C(=O)Nc1ccc(Cl)cc1)c1c2c(nn1C)CCCC2	-11%
75	COC(=O)CSc1cc(SCC(=O)OC)c(C#N)c(SCC(=O)OC)c1	-12%

Reprinted at random: 2 entries already listed.
No.	Compound	mouse EphA4 binding
73	Cc1ccc(NC(=O)C(=O)NCCc2ccccc2)cc1C	-8%
68	COc1ccc(C2(CNC(=O)/C=C/c3ccco3)CCCC2)cc1OC	-1%

New compounds follow.
No.	Compound	mouse EphA4 binding
76	Cc1occc1-c1nnc(SCC(=O)Nc2nccs2)n1Cc1ccco1	-12%
77	O=C(NCc1ccncc1)c1ccc(Br)o1	-4%
78	O=C(Nc1ccc(Cl)cc1)OCCn1nnnc1C(c1ccccc1Cl)N1CCOCC1 (configuration not stated)	4%
79	CC(C)c1ccc(NC(=O)c2ccc(CN3CCc4ccccc4C3)cc2)cc1	-2%
80	Cc1noc(C)c1COc1ccc(C(=O)OCC(=O)NC2CCCCC2C)cc1 (configuration not stated)	-8%
81	COc1ccccc1-c1nnc(SCCN2CCOCC2)n1-c1ccc(C)cc1	-9%
82	CC(C)CCn1nnnc1C(c1ccc(F)cc1)N1CCN(C(=O)c2ccco2)CC1 (configuration not stated)	-6%
83	CCc1c(C)nc2ncnn2c1N1CCCC(C(=O)NCCc2ccccc2)C1 (configuration not stated)	-12%
84	Cc1cc(C)cc(N(C(=O)c2csnn2)C(C(=O)NC(C)(C)C)c2cccs2)c1 (configuration not stated)	-7%
85	C/C(=N\OC(=O)c1ccc(F)cc1)c1nccs1	-3%
86	Cc1cc(C(=O)NCc2cccnc2)no1	4%
87	CCN(CC)CCOc1nc(C)nc2c1oc1ccccc12	-4%
88	Cc1nnc(C)n1/N=C/c1ccc(Br)cc1	-4%
89	Nc1ccccc1Nc1ccccc1	-4%
90	OC(COc1ccc2ccccc2c1Cl)CN1CCOCC1 (configuration not stated)	-15%
91	Nc1ccc(C2(c3ccc(N)cc3)C(=O)Nc3ccccc32)cc1	-15%
92	Cc1ccc(-n2c(Cc3cccs3)nnc2SCC(=O)OC(C)C)cc1	3%
93	CCOC(=O)N1CCC2(CC1)C(C#N)=C(N)OC1=C2C(=O)CC(C)C1 (configuration not stated)	-1%
94	CC(=O)Nc1ccc(S(=O)(=O)Nc2cc(C)cc(C)c2)cc1	-7%
95	CC(Oc1ccccc1)C(=O)Nc1cccc(NC(=O)C(C)Oc2ccccc2)n1 (configuration not stated)	2%
96	COC(=O)c1sc(NC(=O)c2ccco2)nc1C	-4%
97	Cc1cccc(NC(=O)C(c2cccc([N+](=O)[O-])c2)N2CCCCC2)c1 (configuration not stated)	-9%
98	O=C(Nc1nc(-c2cccnc2)cs1)c1ccc(S(=O)(=O)N2CCOCC2)cc1	-9%
99	CNC(=O)CN1C(=O)c2ccccc2S1(=O)=O	-4%
100	CCc1nc(C)cc(N)c1OCc1ccccc1	-10%

Structures shown so far that contain a COOH group (2):
No.	Compound	mouse EphA4 binding
2	CCCCNC(=O)c1onc(CSc2ccccc2CC)c1C(=O)O	5%
42	O=C(O)CSc1nnc(-c2cccs2)n1-c1ccccc1	6%

Carrying on.
No.	Compound	mouse EphA4 binding
101	Cc1ccc(S(=O)(=O)C(C#N)c2nc3ccccc3nc2N2CCC(C)CC2)cc1 (configuration not stated)	22%
102	CSc1ncc2c(n1)-c1cc(C)ccc1SC2	-8%
103	COc1cc(C=C2C(=O)NC(=O)NC2=O)ccc1OC(C)C	-2%
104	Cn1c(=O)oc2cc(S(=O)(=O)NCc3ccccc3)ccc21	-16%
105	Cc1ccc(Oc2nsnc2N2CCOCC2)cc1	-3%
106	COc1ccc2c(c1)CCc1c(C(=O)N3CCCC3)noc1-2	-6%
107	CCNC(=O)COC(=O)c1ccc(S(=O)(=O)N2CCCCCC2)cc1	1%
108	COCc1c(C(N)=O)nnn1-c1nonc1N	-21%
109	CCn1c(SCC(=O)Nc2ccccc2-c2ccccc2)nnc1-c1ccoc1C	-15%
110	O=c1oc2c(CN3CCCCCC3)c(O)ccc2cc1-c1nc2ccccc2[nH]1	-1%
111	Cc1ccc(O)c(NC(=O)c2ccc(-c3ccccc3)cc2)c1	-12%
112	COc1cc(CNC(=O)OCC(C)C)cc(OC)c1OC	-8%
113	CCS(=O)(=O)c1ccc2c(c1)N(S(=O)(=O)c1ccccc1)CC(C(=O)O)O2 (configuration not stated)	6%
114	O=c1c(Oc2ccccc2Br)c(C(F)(F)F)oc2c(CN3CCCC3)c(O)ccc12	-6%
115	Cc1ccc(S(=O)(=O)NCCOc2ccc(Cl)cc2)cc1[N+](=O)[O-]	-12%
116	CSc1cccc(NS(=O)(=O)c2ccc3c(c2)oc(=O)n3C)c1	4%
117	COC(=O)c1ccc(Oc2nc(N(C)C)nc(N3CCOCC3)n2)cc1	6%
118	O=C(Oc1ccccc1C(=O)N1CCOCC1)c1cccc(Br)c1	1%
119	CN(C)c1ccc(-c2noc(-c3ccccc3O)n2)cc1	-12%
120	CCOc1ccc(-n2c(Cc3cc(=O)[nH]c(=O)[nH]3)nnc2SCC(=O)OC)cc1	5%
121	CCCOc1ccc(/C=N/N2CCN(Cc3ccc(C)cc3)CC2)cc1	0%
122	O=C(CN(c1ccc(F)cc1)S(=O)(=O)c1ccc2c(c1)OCCO2)Nc1ccccc1	5%
123	O=C(N/N=C/c1ccc2cccc(OCc3ccccc3)c2n1)c1ccc(Br)cc1	-10%
124	COc1ccc(N2C(=O)CCC2(C#N)c2ccc(Br)cc2)cc1 (configuration not stated)	-10%
125	CCN(CC)S(=O)(=O)c1cccc(C(=O)N[C@H](C(=O)OCC(=O)NC(=O)NC)C(C)C)c1	-2%
126	Cc1ccc(Sc2ncnc3onc(C)c23)cc1	-8%
127	O=C(O)c1cc(S(=O)(=O)Nc2ccccc2C(=O)O)ccc1O	-6%
128	CCOc1ccc(-c2cnc3n2CCC3)cc1	-6%
129	CCc1c(C)nc2cc(-c3cccc(F)c3)[nH]n2c1=O	-1%
130	CC1(C)OC(=O)C(=CNC(Cc2c[nH]c3ccccc23)C(=O)O)C(=O)O1 (configuration not stated)	-7%

Some of the entries above, reformatted:
nr	mouse EphA4 binding	smiles
129	-1%	CCc1c(C)nc2cc(-c3cccc(F)c3)[nH]n2c1=O
127	-6%	O=C(O)c1cc(S(=O)(=O)Nc2ccccc2C(=O)O)ccc1O
130	-7%	CC1(C)OC(=O)C(=CNC(Cc2c[nH]c3ccccc23)C(=O)O)C(=O)O1 (configuration not stated)

Screening results as filed in PubChem BioAssay.
